PI4K2A block: qHTS for small molecular inhibitors of PI4K2A; Phosphatidylinositol 4-kinase type 2-alpha (Homo sapiens), Q9BTU6; purified PI4K2A, ADP-Glo luminescence, 1 h; stronger effect = lower value; activity change, negative = inhibition, % at 76.9 µM; 420,000 compounds, 0.13% hits; in the data active = activity change below about -50%; inconclusive = mostly about -30% to -49%;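 note: -100% = wells without enzyme as full effect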
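ADP-Glo luminescence measured ADP generated by PI4K2A enzyme (4 ug/mL before mixing) with 1.2 mM PI substrate (pre-mix) and 300 microM ATP (pre-mix). Tris pH7.5 buffer with MgCl2, Triton X-100; 1 h reaction at ambient temperature.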
GLS inhibitor: qHTS for Inhibitors of Glutaminase (GLS); Glutaminase kidney isoform, mitochondrial (Homo sapiens), O94925; Potency, µM (series often up to 45.5 µM), for inactives: at the highest dose activity change, negative = inhibition, actives largely listed as inhibitors; GLS enzymatic activity, qHTS titration; 410,000 compounds, 0.21% hits; note: potency is the fitted concentration of half-maximal effect; % is set by controls: 0 for no effect and ±100 for the full control effect
Target sequence (O94925 whole entry, looked up, canonical isoform): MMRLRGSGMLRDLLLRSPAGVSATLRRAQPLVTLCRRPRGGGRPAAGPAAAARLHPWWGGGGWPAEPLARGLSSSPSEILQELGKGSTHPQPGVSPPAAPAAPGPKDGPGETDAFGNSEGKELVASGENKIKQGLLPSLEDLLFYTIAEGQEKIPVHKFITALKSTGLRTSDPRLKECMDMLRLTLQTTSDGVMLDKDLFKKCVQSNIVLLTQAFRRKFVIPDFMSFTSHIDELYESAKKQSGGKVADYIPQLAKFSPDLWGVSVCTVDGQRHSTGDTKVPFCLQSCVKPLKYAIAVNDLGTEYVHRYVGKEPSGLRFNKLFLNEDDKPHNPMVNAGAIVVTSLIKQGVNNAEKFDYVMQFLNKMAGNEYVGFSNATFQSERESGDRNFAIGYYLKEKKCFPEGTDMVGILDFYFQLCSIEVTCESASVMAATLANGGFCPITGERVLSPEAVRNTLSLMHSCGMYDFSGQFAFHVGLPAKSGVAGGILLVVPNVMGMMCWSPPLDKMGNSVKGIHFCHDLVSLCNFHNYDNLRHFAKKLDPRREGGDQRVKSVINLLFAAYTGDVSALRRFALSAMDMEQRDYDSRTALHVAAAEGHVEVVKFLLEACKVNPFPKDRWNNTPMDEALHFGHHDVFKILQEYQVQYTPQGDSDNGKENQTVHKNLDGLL
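Read-out is an Amplex red fluorescence increase coupled through glutamate oxidase and HRP, measured before and after 30 min room-temperature incubation. hKGA is in 45 mM KH2PO4 (pH 8.2) with 0.02% Tween-20; glutamine added as 1mM solution.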
Pol eta inh: qHTS for Inhibitors of Polymerase Eta; recombinant Pol eta, fluorescent DNA replication assay; Potency, µM (highest dose often 114 µM), for inactives: at the top dose activity change, negative = inhibition, most hits filed as inhibitors; 390,000 compounds, 1.2% hits; note: potency is the fitted concentration of half-maximal effect; % is set by controls: 0 for no effect and ±100 for the full control effect
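Pol eta (10 nM) was preincubated with compounds for 15 min at room temperature, after which fluorescent replication substrate (50 nM final) was added to start the reaction. Fluorescence was read kinetically at 0 and 10 min.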
BAZ2B block: qHTS Assay for Inhibitors of BAZ2B; AID 504333, 2011; AlphaScreen BAZ2B-H3K14Ac peptide displacement; Bromodomain adjacent to zinc finger domain protein 2B (Homo sapiens), Q9UIF8; 360,000 compounds, 4.4% hits; Potency, µM (top dose mostly 114 µM), without a hit: at the highest dose activity change, negative = inhibition, actives largely listed as inhibitors; note: potency is the fitted concentration of half-maximal effect; % is set by controls: 0 for no effect and ±100 for the full control effect; nearly all actives have a fitted effect of over 60% in size
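Inhibition is scored as reduced AlphaScreen emission. The BAZ2B/b-H3(5-23)K14Ac complex (50 nM each) in PBS pH 7.4, 0.01% Tween-20 meets compound (up to 110 uM) for 30 min at RT before bead addition.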
Pin1 inh: qHTS Assay to Find Inhibitors of Pin1 | 390,000 compounds, 0.009% hits | AID 504891, 2011 | Pin1 FP peptide displacement, HiFluor488, 10 min | Potency, µM (titrated, usually from 115 µM), without a hit: top-dose activity, negative = inhibition, usual class: inhibitors; active = well fitted inhibition curve with a large enough effect in the polarisation, with a control signal flat, not every such curve was filed as active; inconclusive = small, poorly fitted or top-dose-only effect, or effect the other way, or a change in a side signal; inactive = no such curve, though single readings can be large or run the other way; the % refers to the polarisation; note: potency is the fitted concentration of half-maximal effect; % is set by controls: 0 for no effect and ±100 for the full control effect
G9a inh: qHTS Assay for Inhibitors of Histone Lysine Methyltransferase G9a | G9a H3K9 monomethylation, AlphaScreen, 2 h | Potency, µM (series often up to 102 µM), for inactives: at the top dose activity, negative = inhibition, usual class: inhibitors | 350,000 compounds, 8.8% hits; note: potency is the fitted concentration of half-maximal effect; % is set by controls: 0 for no effect and ±100 for the full control effect; nearly all actives have a fitted effect of over 75% in size
Target sequence (Q96KQ7 913-1193 limits assumed): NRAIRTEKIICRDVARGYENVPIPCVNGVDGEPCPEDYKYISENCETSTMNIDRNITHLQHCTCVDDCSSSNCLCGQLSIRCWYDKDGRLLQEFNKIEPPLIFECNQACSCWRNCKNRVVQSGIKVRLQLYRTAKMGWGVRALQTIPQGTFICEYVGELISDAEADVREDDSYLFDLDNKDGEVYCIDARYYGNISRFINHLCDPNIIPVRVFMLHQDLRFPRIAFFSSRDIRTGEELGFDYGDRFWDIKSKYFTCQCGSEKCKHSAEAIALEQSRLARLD
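AlphaScreen detection with an anti-monomethyl H3K9 antibody quantified product after a 2 h room-temperature reaction containing 500 nM biotinylated H3K9 peptide, 20 µM SAM and 20 nM enzyme, which had been preincubated 15 min with compound.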
Tb PGK inh: qHTS Assay to Find Inhibitors of Phosphoglycerate Kinase; PGK/GAPDH coupled, Kinase-Glo luminescence, 60 min; Potency, µM (doses to about 57.5 µM), inactives show at the top dose activity change, negative = inhibition, most hits filed as inhibitors; AID 602233, 2012; 380,000 compounds, 0.043% hits; Phosphoglycerate kinase, glycosomal (Trypanosoma brucei brucei), P07378; note: potency is the fitted concentration of half-maximal effect; % is set by controls: 0 for no effect and ±100 for the full control effect; nearly all actives have a fitted effect of over 60% in size
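Recombinant glycosomal PGK reaction used 1,3-bisphosphoglycerate generated in-well by GAPDH (100nM final) in 100mM TEA pH 7.6, 5mM MgCl2, 0.01% Tween-20. After 60 minutes at room temperature, ATP was read by Kinase-Glo Plus luminescence end-point.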
JMJD2A Tudor: qHTS Assay for Inhibitors of JMJD2A-Tudor Domain; Potency, µM (series often up to 114 µM), without a hit: at the highest dose activity change, negative = inhibition, usual class: inhibitors; 390,000 compounds, 4.4% hits; AlphaScreen JMJD2A-Tudor / H3K4me3 peptide binding; note: potency is the fitted concentration of half-maximal effect; % is set by controls: 0 for no effect and ±100 for the full control effect; nearly all actives have a fitted effect of over 50% in size
HP1b chromo inh: HTS for Inhibitors of HP1-beta Chromodomain Interactions with Methylated Histone Tails; Chromobox protein homolog 1 (Homo sapiens), P83916; AlphaScreen HP1-beta / biotin-H3K9me3 peptide binding; Potency, µM (series often up to 114 µM), inactives show top-dose activity change, negative = inhibition, usual class: inhibitors; 390,000 compounds, 0.56% hits; AID 540317, 2011; note: potency is the fitted concentration of half-maximal effect; nearly all actives have a fitted effect of over 70% in size; inactives centre near 23
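HP1-beta protein (50 nM final) preincubated 30 min at room temperature with biotinylated H3(1-18)K9me3 peptide (50 nM) in PBS pH 7.4, 0.01% Tween-20, then compound added for 30 min. AlphaScreen streptavidin donor/nickel chelate acceptor beads (10 ug/mL final), 30 min dark, luminescence read.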
Starred values were filed as active, the others as inactive; i = inactive; ? = inconclusive; . = no result given; & = joins results of further samples; [ ] = dose if it differs, or a comment. Unless noted, calls come from the whole dose curve; as a rule, active = well fitted curve in the direction sought with a large enough effect; inconclusive = small, poorly fitted or top-dose-only effect, or another doubt; inactive = no such curve, though single readings can be large; an effect the other way counts as inactive or inconclusive. Some of the compounds tested; rates above refer to the full screens.

SMILES	PI4K2A block	GLS inhibitor	Pol eta inh	BAZ2B block	Pin1 inh	G9a inh	Tb PGK inh	JMJD2A Tudor	HP1b chromo inh
COC1=CCC2([N+](=O)[O-])CN(C)CC1([N+](=O)[O-])C2 (stereo not drawn)	2	-2%	1%	24%	1%	9%	10%	-1%	42%[activator]
Cc1cccc(Cc2cnc(NC(=O)c3ccc4c(c3)CC(c3ccccc3)OC4=O)s2)c1 (stereo not drawn)	3	-5%	-17%	1%	4%	6%[59 µM]	-5%	7%	62%[activator]
C#C[C@]1(O)CCC2C3C(=O)C=C4C=CCC[C@]4(C)C3CC[C@@]21C (stereo partly drawn)	7	-34%	-10%	.	3%	.	-11%	-3%	1%
COc1ccc2c3c1OC1C(=O)CC[C@@]4(O)[C@@H](C2)N(CC2CC2)CC[C@]314 (stereo partly drawn)	4	2%	-6%	.	-10%	.	-9%	-19%	16%
COc1ccc(CNCCc2ccccc2F)c(OC)c1C	10	1%	-24%	?	-12%	79µM*	-3%	18µM*	?
CN(C)/C=C/C(=O)C(Cl)(Cl)Cl	-2	-4%	-3%	-3%	0%	-31%	-3%	3%	19%
Cc1c(C)c2ccc(OCC(=O)N3C[C@H]4C[C@@H](C3)c3cccc(=O)n3C4)cc2oc1=O	1	-1%	-13%	-5%	0%	10%	-7%	-7%	38%
CCN1CCC(N(C)C2CCCCC2)CC1	0	-3%	-23%	-15%	5%	-30%	0%	-7%	61%[activator]
COc1ccc(C(CNC(=O)Cc2ccc(Cl)c(Cl)c2)N2CCCCC2)cc1 (stereo not drawn)	4	4%	-9%	-20%	-6%	2%	-3%	-7%	20%
C=CC[C@@H](C)CC(=O)C(CCCN=[N+]=[N-])SOOc1ccccc1 (stereo partly drawn)	3	-2%	-14%	44%[activator]	?	-10%[2.33 µM]	3%	66%[activator]	103%[activator]
CC(C)CC(=O)NC(Oc1ccc(Cl)cc1)C(Cl)(Cl)Cl (stereo not drawn)	4	-16%	-24%	26%	4%	46%[59 µM]	-5%	15%	72%[activator]
CCCCn1c(=O)c(C(=O)NCc2ccccc2)c(O)c2ccccc21	4	-6%	-14%	69%[activator]	-7%	.	-8%	113%[activator]	155%[activator]
Cc1nn(Cc2ccccc2)c(Cl)c1C(=O)OCC(=O)N1CCCC1	-2	0%	-8%	?	-5%	-49%[59 µM]	-3%	-17%	65%[activator]
CCC1(c2ccc(N)cc2)CCC(=O)NC1=O (stereo not drawn)	1&3&4	-2%	-2%[57.1 µM]	.	-7%	11%[59 µM]	-10%	6%	33%
COC(=O)C1=C(c2ccc(F)cc2F)C[C@@H]2CC[C@H]1N2C(=O)NC1CCCCC1	5	-5%	-10%	4%	-1%	6%[0.501 µM]	-5%	6%	36%
Cc1cccnc1-n1c(-c2ccco2)nc2ccccc2c1=O	12	3%	-16%	-6%	3%	50µM*	i	13%	22%
Nc1c2c(nc3ccccc13)CCN(Cc1ccccc1)C2	-2	-7%	4%	?	.	?	5%	?	7%
CCCCCCC(Cl)(Cn1ccnc1)c1ccccc1 (stereo not drawn)	3	5%	-8%	.	2%	.	-7%	-31%	0%
COc1ccccc1CCNC1CCCCCC1	-2	2%	-7%	12%	-7%	.	-6%	-12%	32%
O=C(O)c1cc(S(=O)(=O)Nc2ccccc2C(=O)O)ccc1O	-3	-4%	-17%	-12%	-22%	.	-7%	-2%[11.4 µM]	56%[activator]

9 successive records from above:
SMILES	PI4K2A block	GLS inhibitor	Pol eta inh	BAZ2B block	Pin1 inh	G9a inh	Tb PGK inh	JMJD2A Tudor	HP1b chromo inh
COC1=CCC2([N+](=O)[O-])CN(C)CC1([N+](=O)[O-])C2 (stereo not drawn)	2	-2%	1%	24%	1%	9%	10%	-1%	42%[activator]
Cc1cccc(Cc2cnc(NC(=O)c3ccc4c(c3)CC(c3ccccc3)OC4=O)s2)c1 (stereo not drawn)	3	-5%	-17%	1%	4%	6%[59 µM]	-5%	7%	62%[activator]
C#C[C@]1(O)CCC2C3C(=O)C=C4C=CCC[C@]4(C)C3CC[C@@]21C (stereo partly drawn)	7	-34%	-10%	.	3%	.	-11%	-3%	1%
COc1ccc2c3c1OC1C(=O)CC[C@@]4(O)[C@@H](C2)N(CC2CC2)CC[C@]314 (stereo partly drawn)	4	2%	-6%	.	-10%	.	-9%	-19%	16%
COc1ccc(CNCCc2ccccc2F)c(OC)c1C	10	1%	-24%	?	-12%	79µM*	-3%	18µM*	?
CN(C)/C=C/C(=O)C(Cl)(Cl)Cl	-2	-4%	-3%	-3%	0%	-31%	-3%	3%	19%
Cc1c(C)c2ccc(OCC(=O)N3C[C@H]4C[C@@H](C3)c3cccc(=O)n3C4)cc2oc1=O	1	-1%	-13%	-5%	0%	10%	-7%	-7%	38%
CCN1CCC(N(C)C2CCCCC2)CC1	0	-3%	-23%	-15%	5%	-30%	0%	-7%	61%[activator]
COc1ccc(C(CNC(=O)Cc2ccc(Cl)c(Cl)c2)N2CCCCC2)cc1 (stereo not drawn)	4	4%	-9%	-20%	-6%	2%	-3%	-7%	20%

The list goes on:
SMILES	PI4K2A block	GLS inhibitor	Pol eta inh	BAZ2B block	Pin1 inh	G9a inh	Tb PGK inh	JMJD2A Tudor	HP1b chromo inh
ClCCN1CCSCC1	-8	2%	-5%	.	-1%	.	4%	-6%	11%[57 µM]
CC(=O)N1CC(=O)Nc2ccc(F)cc2C1c1ccccc1 (stereo not drawn)	-1&-2	-8%&-22%	-2%&-3%	-3%&-1%	0%&-8%	11%	-2%&9%	-13%&-6%	27%&26%
COc1cc(C(=O)N2Cc3ccccc3-n3nncc3C2)cc(OC)c1OC	3	1%	3%	.	.	.	-7%	.	.
Cc1c(C(=O)N2CCC3(CC2)OCCO3)oc2ccc(S(=O)(=O)N3CCOCC3)cc12	-1	1%	1%	-5%	0%	2%[59 µM]	4%	-13%	27%
COc1cc(N2CCOCC2)ccc1/C=C1\C(=O)NC(=O)N(C2CCCCC2)C1=O	-16	-7%	-18%	-37%	26%	?	-1%	-15%	13%
CC(C)OC(=O)Nc1ccc(N=C(N)N[N+](=O)[O-])cc1	1	-3%	-3%	7%	-9%	0%	-1%	7%	8%
Cc1cccc(N2C(=O)NC(=O)/C(=C\c3cccn3-c3ccc(Cl)cc3)C2=O)c1	-50*	-8%	11µM*	4%	21%	24%[0.501 µM]	-3%	-10%	28%
COc1ccc2[nH]c(C)c(CCNCc3cc(OC)c(OC)c(OC)c3)c2c1	-2	?	-14%	79µM*	?	22µM*	-8%	2.8µM*	?
O=[N+]([O-])c1cccc(C2N3CCCN23)c1 (stereo not drawn)	4	4%	-17%	-20%	-3%	-1%	.	0%	63%[activator]
CCN(CC)CCCN=Cc1c(O)n(CCc2ccc(F)cc2)c(=O)[nH]c1=O	-6	6%	-3%	-22%	-2%	8%	0%	-18%	11%
FC(F)(F)c1ccccc1CN1CCN(Cc2ccccc2)CC1	0	10%	-8%	50µM*	-15%	3.2µM*	.	4µM*	?
Cc1ccc(N2C(=O)NC(=O)/C(=C/c3ccc(OC(=O)c4cccs4)cc3)C2=O)cc1	0	-15%	-8%	8%	3%	13µM*	-6%	89µM*	43%[activator]
COC(=O)C1=C(c2ccc(C(C)=O)cc2)C[C@@H]2CC[C@H]1N2C(=O)NC1CC1	0	-6%	-20%	1%	-10%	-5%[2.33 µM]	-2%	-3%	58%[activator]
CCN(CC)c1ccc(CN(C)CCc2ccc(OC)c(OC)c2)cc1	4	21%	-5%	45µM*	-9%	?	-6%	10µM*	?
CCCC[C@H](CN(N=O)[C@@H](Cc1ccccc1)CN(C)N=O)N(CCc1ccccc1)N=O	-3	-1%	-10%	?	15%	-3%[59 µM]	i	-35%	6%
N#Cc1cc2c(nc1SCC(=O)Nc1cc(Cl)cc(Cl)c1)C1CCN2CC1	3	2%	-7%	0%[57.1 µM]	2%	70%[activator][59 µM]	-9%	-1%	38%
CN(C)CCOc1ccc(/C(=C(/CCCl)c2ccccc2)c2ccccc2)cc1	0	-4%&4%	-12%	.	-14%	?	-10%	25µM*	-18%
COC(=O)C1=C(c2cccc(OC)c2OC)C[C@@H]2CC[C@H]1N2C(=O)NCCO	-4	-1%	-3%	.	7%	.	-9%	-6%	57%[activator]
COc1ccc(C[C@@H]2c3cc(O)c(OC)cc3CCN2C)cc1O	1	37%[activator]	-14%	2%	-11%	5%	8%	-11%	18%
